# HPDE-C7K KRASV12: cytotoxicity in KRAS-transformed pancreatic duct cells, primary screen, cell-based, fluorescence, HTS (AID 431); HPDE-C7K KRASV12 cells, Alamar Blue viability, 48 h; higher % means a stronger effect; hit rate 1.7% among 63,000; one-dose cytotoxicity, % at 10 µM; EC50 in µM for titrated hits;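 active = compounds whose percent cytotoxicity in the single-dose primary screen, scaled between solvent and toxic-drug controls, exceeds 50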;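 also: 0% = DMSO solvent wells and 100% = doxorubicin-treated wells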
# Bfl-1 displacement: Bfl-1 inhibitors, primary screen, biochemical, fluorescence polarization, FITC-Bid, mouse (AID 432). one-dose displacement, % at 20 µM; IC50 in µM for titrated hits. Bcl-2-related protein A1 (Mus musculus). hit rate 0.02% among 64,000. FITC-Bid BH3 peptide fluorescence polarization displacement; higher % means a stronger effect; in the data active = a potency from the dose series; inactive = the rest, 99 in 100 with displacement below about 15%; also: strong numbers were not always called active
# LYP phosphatase: LYP phosphatase inhibitors, primary screen, biochemical, DiFMUP fluorescence, recombinant catalytic domain, 10 µM (AID 606) | 52,000 tested, under 10 active | Tyrosine-protein phosphatase non-receptor type 22 (Homo sapiens) | recombinant LYP catalytic domain, DiFMUP fluorescence; higher % means a stronger effect | inhibition, % at 10 µM; hits with a dose series show IC50 in µM;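 active = IC50 under 40 µM in the dose-response test; inactive = IC50 of 40 µM or more, or never dose-tested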
# Spn DPM-DC inh: S. pneumoniae DPM-DC inhibitors, primary screen, biochemical, PK/LDH-coupled NADH fluorescence | purified DPM-DC | calls only at 10 µM | hit rate 0.49% among 65,000;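 active = the 320 compounds with the highest percent inhibition in the single-dose primary screen, excluding strongly autofluorescent ones, cut at about 32% in these data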;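 also: kinetic rate of NADH fluorescence loss reporting ADP formed by the decarboxylase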
# Alkaline phosphatase: human TNAP enzyme inhibitors, biochemical, luminescent (AID 518); hit rate 0.09% among 64,000; purified TNAP enzyme, luminescent substrate readout; higher % means a stronger effect; one-dose inhibition, % at 20 µM; IC50 in µM for titrated hits; Alkaline phosphatase, tissue-nonspecific isozyme (Homo sapiens); in the data active = a potency from the dose series; inactive = the rest, 99 in 100 with inhibition below about 22%;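 also: plate controls were vehicle for no effect and reference inhibitor for full effect; many of its hits are not listed in these tables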
# PMK inhibit: S. pneumoniae PMK inhibitors, primary screen, biochemical, mevalonate pathway, pilot trial included; AID 539, 2006; hit rate 0.49% among 65,000; purified PMK, PK/LDH-coupled NADH absorbance 340 nm; phosphomevalonate kinase (Streptococcus pneumoniae D39); inhibition, % at 10 µM;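 active = top-ranked compounds by inhibition in the single 10 µM screen, taking a fixed number of the strongest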;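 also: 0% = full reaction with DMSO carrier and 100% = background rate without enzyme reaction; no value below 0 was filed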
# Spn MK inh: S. pneumoniae MK inhibitors, primary screen, biochemical, PK/LDH-coupled NADH absorbance | mevalonate kinase [Streptococcus pneumoniae D39] | purified MK, PK/LDH-coupled NADH absorbance 340 nm | inhibition, % at 10 µM | hit rate 0.48% among 65,000 | AID 555, 2006;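 active = ranked among the strongest by inhibition in the single 10 µM screen, a fixed top-ranked set picked for dose follow-up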; also: no value below 0 was filed
# HT1080 viability: cytotoxicity in HT1080 fibrosarcoma cells, cell-based, fluorescence readout (AID 620); HT1080 viability, fluorescence; higher % means a stronger effect; cytotoxicity, % at 10 µM; hits with a dose series show EC50 in µM; hit rate 0.42% among 87,000;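 also: cells exposed to compound overnight then 4 h with Alamar Blue; 0% = vehicle DMSO and 100% = killing control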
# HPDE-C7 cytotoxicity: cytotoxicity in HPDE-C7 cells, cell-based, fluorescence, HTS (AID 430). HPDE-C7 pancreatic duct cells viability, fluorescence; higher % means a stronger effect. cytotoxicity, % at 10 µM; hits with a dose series show EC50 in µM. hit rate 1.8% among 63,000;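 also: cells exposed to compound for 48 hours before viability readout; 0% = vehicle and 100% = reference cytotoxic drug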
# PMK inhibit pilot replicates: further read-out of PMK inhibit, marked with its call; inhibition, %; measured here: pilot screen replicates
# Spn MK inh pilot replicates: also measured in Spn MK inh; calls as there; inhibition, %; measured here: pilot screen replicates
# Spn DPM-DC inh pilot screen %: also measured in Spn DPM-DC inh; calls as there; inhibition, %; measured here: pilot screen trials
# * = called active by the depositor; i = inactive; . = not tested or not shown. Rule as the data show it, unless noted: active = cytotoxicity above about 50%; inactive = the rest.
SMILES,HPDE-C7K KRASV12,Bfl-1 displacement,LYP phosphatase,Spn DPM-DC inh,Alkaline phosphatase,PMK inhibit,Spn MK inh,HT1080 viability,HPDE-C7 cytotoxicity,others
COC(CCN(C)C)(c1ccccc1)c1ccccc1,-6%,-6%,5%,i,10%,0,6,-1%,8%,
COc1ccc(C2CCCN2C(=O)c2cccs2)cc1 (centres undefined),0%,11%,-6%,i,4%,7,7,-6%,-1%,
CC(C)n1c(C(=O)OCC(=O)NCc2ccc3c(c2)OCO3)cc2occc21,27%,-2%,.,i,5%,4,7,12%,9%,
Cc1[nH]c(=O)[nH]c(=O)c1S(=O)(=O)N1CCCC(C(=O)N2CCC(Cc3ccccc3)CC2)C1 (centres undefined),-21%,-12%,12%,i,0%,3,3,-7%,-30%,
CCOC(=O)N1CCC(NC(=O)c2cc(S(=O)(=O)N3CCOCC3)ccc2F)CC1,-10%,-2%,10%,i,4%,14,5,1%,-14%,
COc1ccc(NC(=O)CN2CCC3(O)CCCCC3C2c2ccccc2OC)cc1 (centres undefined),-8%,-6%,7%,i,5%,17,14,-3%,-11%,
CCCN1C(=O)c2ccccc2NC1c1ccc(OC)cc1O (centres undefined),22%,0%,7%,.,8%,13,5,0%,22%,
CC(C)(C)c1cnnn1-c1ccc(NC(=O)c2ccc(Br)o2)cc1,-7%,0%,.,i,8%,20,0,7%,-11%,
CC(=O)c1ccc(N(C)C)c2c(N(C)C)cccc12,9%,-2%,-13%,i,18%,9,9,-4%,0%,
CCOC(=O)C1CCCN(C(=O)c2ccc3c(=O)n(CCOC)c(=S)[nH]c3c2)C1 (centres undefined),3%,-3%,1%,i,7%,13,7,-9%,-4%,PMK inhibit pilot replicates=4.0;Spn MK inh pilot replicates=0.0;Spn DPM-DC inh pilot screen %=0.5
O=C(c1ccccc1)C(Sc1ncn[nH]1)c1ccccc1 (centres undefined),20%,-2%,6%,i,29%,7,12,9%,8%,
N=c1c(C(=O)NCc2ccco2)cc2c(=O)n3ccccc3nc2n1CCc1ccccc1,10%,11%,7%,.,7%,0,10,32%,9%,
CCn1c(=O)n(CC)c2cc(S(=O)(=O)N3CCC(c4ccccc4)CC3)ccc21,5%,5%,14%,i,5%,10,5,-6%,6%,
O=S(=O)(c1ccc(OCC(O)CN2CCN(c3ccccc3)CC2)cc1)N1CCOCC1 (centres undefined),7%,1%,16%,i,6%,18,0,2%,-2%,PMK inhibit pilot replicates=1.5;Spn MK inh pilot replicates=0.0;Spn DPM-DC inh pilot screen %=0.0
CSCCC1NC2(C(=O)Nc3c(Cl)cccc32)[C@@H]2C(=O)N(C3CCCC3)C(=O)[C@H]12 (some centres undefined),-31%,0%,.,i,11%,17,10,-6%,-24%,
Cc1nnc(SCCc2ccccc2)[nH]c1=O,-11%,0%,.,i,6%,7,8,-3%,-9%,
CN(C)c1cccc(C(=O)n2cc(C(=O)c3cc(F)ccc3O)cn2)c1,14%,-2%,5%,i,-2%,4,6,-8%,8%,
O=C(OCC(=O)N1CCc2ccccc21)c1ccccc1,6%,3%,14%,i,22%,11,7,-6%,6%,
O=C1C2CCCN2C(c2ccc(F)cc2)N1c1ccc(Cl)cc1 (centres undefined),5%,-5%,-4%,i,6%,8,4,4%,0%,
OCCCc1nc2ccccc2n1CCOc1ccccc1,0%,0%,.,i,9%,8,8,-4%,7%,
CCOC(=O)CCc1c(C)nc2cc(-c3ccccc3OC)[nH]n2c1=O,6%,-11%,-16%,i,8%,4,2,-6%,-3%,
CCOc1ccc(Cn2nnc(C(=O)Nc3cc(C)cc(C)c3)c2N)cc1,-2%,5%,-3%,i,13%,0,4,-4%,6%,PMK inhibit pilot replicates=5.5;Spn MK inh pilot replicates=0.0;Spn DPM-DC inh pilot screen %=2.0
O=c1oc2cc(O)ccc2c2oc3cc(O)ccc3c12,41%,6%,17%,.,6%,8,5,.,10%,PMK inhibit pilot replicates=2.0;Spn MK inh pilot replicates=0.0
CCOC(=O)c1oc2ccccc2c1NC(=O)c1ccc(S(=O)(=O)N(C)C)cc1,2%,5%,9%,i,17%,12,2,9%,-10%,
c1ccc(-n2c(-c3ccncc3)nnc2-c2cccs2)cc1,-15%,-4%,.,i,11%,11,10,-2%,-14%,
CC1CCN(C(c2ccccc2)c2nnnn2C(C)(C)C)CC1 (centres undefined),6%,-6%,13%,i,8%,3,7,0%,-1%,
Cc1ccc(C2CC(c3cccc(Cl)c3)n3nc(N)nc3N2)cc1 (centres undefined),-8%,1%,6%,i,9%,0,15,-6%,-7%,
Cc1cccc(C)c1NC(=O)C1(N2CCN(C(=O)c3ccco3)CC2)CCCCC1,-10%,-5%,12%,i,12%,14,0,4%,-8%,
CCOC(=O)C1CCN(C(=O)CCn2c(=O)[nH]c3ccccc3c2=O)CC1,-5%,-7%,2%,i,9%,13,0,1%,-10%,
COC(=O)c1c(NC(C)=O)sc2c1CCCC2,3%,-5%,5%,i,0%,15,0,35%,-2%,
COc1cccc(C(=O)OCCN2C(=O)c3ccccc3C2=O)c1OC,-11%,3%,5%,i,-1%,7,3,4%,-17%,
O=C(c1cccs1)N1CCN(C2CCCCC2)CC1,20%,0%,.,i,5%,13,7,0%,7%,
COc1ccc(N2CCN(CC(=O)Nc3nnc(-c4ccccc4)s3)CC2)cc1,38%,-9%,8%,i,13%,11,4,-1%,50%*,
COC(=O)c1cc2oc(C)cc2n1CC(=O)Nc1ccc(OC)c(OC)c1OC,-6%,-5%,8%,i,-2%,8,7,0%,-16%,
Cn1c(SCC(=O)O)nnc1C1CCCCC1,-14%,7%,-8%,i,17%,16,0,22%,-22%,PMK inhibit pilot replicates=1.0;Spn MK inh pilot replicates=0.5;Spn DPM-DC inh pilot screen %=0.0
CCCS(=O)(=O)N1CCCC(C(=O)N2CCN(c3ccccc3)CC2)C1 (centres undefined),-2%,-4%,.,i,2%,9,0,39%,2%,
CC(=O)Nc1ccc(NC(=O)CSc2nnc(C3CC3)n2C)cc1,.,-5%,.,i,4%,0,0,0%,.,
Cc1ccc(CCn2c3c(c4ccccc42)CN(C)CC3)cn1,-32%,1%,-1%,i,6%,0,5,22%,-28%,
Clc1ccc2c(N3CCCC3)ccnc2c1,-14%,-3%,-7%,i,12%,3,14,14%,0%,
CCC(=O)OCC(=O)c1c(N)n(Cc2ccccc2)c(=O)n(C)c1=O,-3%,8%,-2%,i,3%,7,5,-3%,4%,
O=C(CN1C(=O)CCC1=O)Nc1nc(-c2nc3ccccc3s2)cs1,9%,0%,-10%,.,12%,3,5,-5%,2%,
Cc1ccc(-n2nc3ccc(N)cc3n2)cc1,-22%,1%,11%,.,6%,7,6,.,-18%,
CCOC(=O)c1oc2ccccc2c1CSc1nnc(-c2ccco2)o1,-11%,-6%,-3%,i,14%,18,5,5%,-6%,
Cc1c(NC(=O)NC(=O)c2ccc(F)cc2)c(=O)n(-c2ccccc2)n1C,-11%,-3%,1%,i,7%,0,0,10%,-18%,
N#CC1=C(N)OC2=C(C(=O)CCC2)C1c1ccsc1 (centres undefined),-20%,-2%,.,i,8%,7,8,0%,-9%,
c1coc(-c2ncc[nH]2)c1,10%,3%,-2%,i,7%,8,3,12%,33%,
Cc1ccc2nc3c(c(C(=O)O)c2c1)CCC3,-15%,0%,15%,i,2%,8,4,-2%,-14%,
CCCNC(=O)C1CC(=O)N(c2ccc(OCC(=O)Nc3cc(C)cc(C)c3)cc2)C1 (centres undefined),8%,-2%,8%,i,16%,4,0,6%,4%,PMK inhibit pilot replicates=0.0;Spn MK inh pilot replicates=0.0;Spn DPM-DC inh pilot screen %=0.0

# Among those listed so far, these have a halogen.
SMILES,HPDE-C7K KRASV12,Bfl-1 displacement,LYP phosphatase,Spn DPM-DC inh,Alkaline phosphatase,PMK inhibit,Spn MK inh,HT1080 viability,HPDE-C7 cytotoxicity,others
CCOC(=O)N1CCC(NC(=O)c2cc(S(=O)(=O)N3CCOCC3)ccc2F)CC1,-10%,-2%,10%,i,4%,14,5,1%,-14%,
CC(C)(C)c1cnnn1-c1ccc(NC(=O)c2ccc(Br)o2)cc1,-7%,0%,.,i,8%,20,0,7%,-11%,
CSCCC1NC2(C(=O)Nc3c(Cl)cccc32)[C@@H]2C(=O)N(C3CCCC3)C(=O)[C@H]12 (some centres undefined),-31%,0%,.,i,11%,17,10,-6%,-24%,
CN(C)c1cccc(C(=O)n2cc(C(=O)c3cc(F)ccc3O)cn2)c1,14%,-2%,5%,i,-2%,4,6,-8%,8%,
O=C1C2CCCN2C(c2ccc(F)cc2)N1c1ccc(Cl)cc1 (centres undefined),5%,-5%,-4%,i,6%,8,4,4%,0%,
Cc1ccc(C2CC(c3cccc(Cl)c3)n3nc(N)nc3N2)cc1 (centres undefined),-8%,1%,6%,i,9%,0,15,-6%,-7%,
Clc1ccc2c(N3CCCC3)ccnc2c1,-14%,-3%,-7%,i,12%,3,14,14%,0%,
Cc1c(NC(=O)NC(=O)c2ccc(F)cc2)c(=O)n(-c2ccccc2)n1C,-11%,-3%,1%,i,7%,0,0,10%,-18%,
